Compound activity (PubChem BioAssay)
PDI inh = inhibitors of human PDI, primary screen, biochemical, turbidity, single point, plate reader; PDI insulin aggregation turbidity, A650, 90 min; inhibition, % at 10 µM; actives 0.052% (n = 350,000); AID 588391, 2011;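 active means mean inhibition across replicates of 30% or more, whatever share of single replicates reach that level; inconclusive means mean inhibition below 30% while every single replicate reaches 30%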;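 further: absorbance from insulin aggregation driven by PDI reduction with DTT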
Target sequence (P07237 whole entry, looked up): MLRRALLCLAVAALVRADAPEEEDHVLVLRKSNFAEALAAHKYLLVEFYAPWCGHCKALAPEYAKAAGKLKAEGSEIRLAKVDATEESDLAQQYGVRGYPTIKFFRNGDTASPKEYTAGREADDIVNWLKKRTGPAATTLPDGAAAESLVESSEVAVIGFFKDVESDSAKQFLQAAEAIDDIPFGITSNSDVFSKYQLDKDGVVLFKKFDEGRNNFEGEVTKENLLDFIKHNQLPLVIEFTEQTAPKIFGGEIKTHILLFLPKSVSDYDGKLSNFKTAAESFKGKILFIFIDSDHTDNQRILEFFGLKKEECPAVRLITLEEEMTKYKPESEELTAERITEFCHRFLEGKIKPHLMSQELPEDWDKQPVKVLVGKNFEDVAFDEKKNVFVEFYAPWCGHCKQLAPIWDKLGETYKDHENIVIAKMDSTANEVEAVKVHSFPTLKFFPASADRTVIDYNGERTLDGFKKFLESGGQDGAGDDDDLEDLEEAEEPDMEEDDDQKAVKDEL
CF NFkB block = inhibitors of PAF-induced NF-kB signaling, primary screen, cell-based, GFP fluorescence, uHTS; actives 0.86% (n = 360,000); AID 588850, 2011; KKLEB NF-kB-GFP reporter, GFP fluorescence overnight; inhibition, % at 5 µM;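 active means at least 50% inhibition at 5 µM, scaled per plate between neutral and stimulator controls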;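 further: PAF is a Pseudomonas aeruginosa culture filtrate used as stimulus; plate controls were PAF-stimulated DMSO wells for no effect and unstimulated DMSO wells for full effect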
NR2E3 ag-1 = inhibitors of NR2E3-RetCOR corepressor binding, primary screen, NR2E3 agonist project, biochemical, TR-FRET, GST-NR2E3, biotin-RetCOR; Photoreceptor-specific nuclear receptor (Homo sapiens), Q9Y5X4; 1536-well; inhibition of corepressor binding, % at 4.78 µM; actives 0.12% (n = 320,000); AID 2300, 2010;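 active means percent inhibition above the cutoff of mean plus 3 SD of all tested compounds, set per screening campaign, cut at about 20% in these data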;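 further: 0% = DMSO wells and 100% = biotin wells as full block of FRET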
Target sequence (Q9Y5X4 whole entry, looked up): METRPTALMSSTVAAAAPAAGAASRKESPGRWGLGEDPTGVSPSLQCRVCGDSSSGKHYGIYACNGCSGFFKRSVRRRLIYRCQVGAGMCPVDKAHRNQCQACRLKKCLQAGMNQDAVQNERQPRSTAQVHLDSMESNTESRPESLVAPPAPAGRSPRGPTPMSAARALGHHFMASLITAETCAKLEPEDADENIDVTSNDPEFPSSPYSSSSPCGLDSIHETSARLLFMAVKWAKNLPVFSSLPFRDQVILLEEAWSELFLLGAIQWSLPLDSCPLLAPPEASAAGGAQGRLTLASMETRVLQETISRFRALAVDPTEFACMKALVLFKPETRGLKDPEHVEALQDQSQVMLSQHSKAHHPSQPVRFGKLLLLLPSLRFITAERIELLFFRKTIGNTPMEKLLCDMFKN
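System: GST-NR2E3 and biotin-RetCOR proteins; probe or stimulus: 7 nM biotin-RetCOR; doses: compound at 4.8 µM, single dose; schedule: Compound–protein incubation for 5 h at 4 °C; detection: time-resolved FRET; read-out: percent inhibition; controls: biotin wells as high control, 0.6% DMSO wells as low control; format: 1536-well plates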
HIF-2a inh = HIF-2a reporter inhibitors, primary screen, luminescence, 786-0 RCC cells; 786-0 RCC cells HIF-2a reporter, luciferase luminescence, overnight; inhibition, % at 18.8 µM; actives 0.72% (n = 360,000); AID 624352, 2012;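 active means inhibition of the luminescence signal of 40% or more relative to plate controls, in a single-dose primary screen at 18.75 µM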
TRPM1 prom inh = inhibitors of MITF-dependent TRPM1 promoter reporter, primary screen, cell-based, SK-MEL-5, single point, luciferase; SK-MEL-5 TRPM1 promoter luciferase, 24 h; inhibition, % at 12.5 µM; actives 0.83% (n = 330,000);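 active means mean inhibition across replicates of 60% or more, whatever share of single replicates reaches that level; inconclusive means some that reach 60%, reason not given; inactive means mean inhibition across replicates below 60%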; further: values of inactives mirror those of a sister screen read the other way
KKLEB cytotox = cytotoxicity in KKLEB CF airway cells, primary screen, cytotoxicity control for CF NF-kB inhibitor project, cell-based, uHTS, fluorescence assay plates. KKLEB CF airway cells viability, ATPlite luminescence, overnight; hits give low values; cells stimulated with P. aeruginosa culture filtrate. activity change (cytotoxicity), % at 5 µM. actives 0.36% (n = 360,000). AID 602141, 2011;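 active means corrected activity change at or below -50% at 5 µM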
Shn3 inh set2 = reduction of Shn3 3'UTR firefly luciferase signal, primary screen, Schnurri-3 inhibitor project, cell-based, Clone20 osteoblasts, set 2; Clone20 osteoblast Shn3 3'UTR firefly luciferase, 24 h; inhibition, % at 12.5 µM; actives 0.52% (n = 360,000); AID 588674, 2011;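 active means mean inhibition of at least 75% with every replicate also reaching 75%; inconclusive means mean inhibition at least 75% but some replicate below; inactive means mean inhibition below 75%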;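 further: 0% = median of neutral control wells and 100% = pilot-screen positive control compound; some compounds past the cut are filed as inactive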
Peg3 prom inh = Peg3 promoter-driven luciferase inhibitors, primary screen, cell-based, HeLa, luciferase luminescence; HeLa PEG-Prom luciferase reporter, overnight; inhibition, % at 20 µM; actives 1.7% (n = 360,000);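 active means inhibition of at least 50% at 20 µM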
Vif imaging = HIV Vif self-association inhibitors, primary screen, imaging, HEK293T, single point. AID 602346, 2012. HEK293T cells, Vif self-association by quenched fluorescence, 24 h. actives 0.35% (n = 340,000). inhibition, % at 7.49 µM; in the data active means inhibition above about 50%, passing the limit was not always enough; inconclusive means no clear call, values can overlap the other calls; inactive means below about 31%; further: some results filed as inactive read as strong as hits
NR2E3 ag-2 = NR2E3 agonists in two-hybrid cells, primary screen, cell-based, luminescence, CHO-S, Gal4-NCOR/VP16-NR2E3. luciferase. Photoreceptor-specific nuclear receptor (Homo sapiens), Q9Y5X4. actives 0.35% (n = 360,000). inhibition of corepressor binding, % at 3.98 µM. AID 602229, 2012;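 active means inhibition above the mean of all tested compounds plus 3 SD, cut at about 70% in these data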;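 further: 0% = DMSO with NR2E3 transfected cells and 100% = cells lacking NR2E3 construct; higher means lower luciferase signal from less NR2E3 corepressor binding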
CaV13 ICDI inh = Disruptors of the CACNA1D IQ motif to Ca2+-dependent inactivation inhibitor domain association, primary screening, Förster resonance energy transfer in intact living …. actives 0.098% (n = 340,000). HEK cells, CFP/YFP FRET ICDI-IQ, plate reader, 10 min; percent FRET-ratio fall versus neutral wells. AID 743397. inhibition, % at 12.3 µM;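 active means mean replicate inhibition of at least 30% and at least 1% of replicates passing that level; inconclusive means only one of the two criteria is met; inactive means neither criterion is met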;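 further: 0% = median of the neutral control wells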
Active calls of the source: *; ? = inconclusive; . = not tested or not shown.

SMILES	PDI inh	CF NFkB block	NR2E3 ag-1	HIF-2a inh	TRPM1 prom inh	KKLEB cytotox	Shn3 inh set2	Peg3 prom inh	Vif imaging	NR2E3 ag-2	CaV13 ICDI inh
COc1cc(NC2CCCCC2O)c2nc(-c3ccc(Cl)cc3)ccc2c1 (stereo not drawn)	-2	19	0	-119	-7	1	-14	-155	?	-67	-4
O=C(Nc1c2c(nn1-c1ccc(F)cc1)CS(=O)(=O)C2)c1ccc(S(=O)(=O)N2CCOCC2)cc1	3	15	0	13	4	-8	5	-6	-9	34	-1
CC(=O)Nc1ccc(C(=O)c2ccccc2)cc1	12	2	2	-50	-4	0	-4	-19	.	-30	.
Nc1ncnc2c1ncn2[C@@H]1O[C@H](COP(=O)(O)OP(=O)(O)OP(=O)(O)O)[C@@H](O)[C@H]1O	5	19	6	-18	-5	1	-12	-4	-4	-20	-5
O=C(O)CC(c1ccccc1F)N1Cc2ccccc2C1=O (stereo not drawn)	19	12	1	22	8	7	3	-130	7	-19	-19
COc1ccc(C(CNC(=O)C(CCSC)NC(=O)c2ccccc2Cl)N2CCCC2)cc1 (stereo not drawn)	-10	-11	0	6	2	-4	20	-5	-4	-30	-4
COc1ccccc1C(=O)OCCN1CCOCC1	1	-3	-1	-14	-2	10	4	3	-4	-4	.
O=C1Nc2cc(C(=O)N3CCOCC3)ccc2SC1N1CCOCC1 (stereo not drawn)	3	14	5	12	-11	-13	-17	3	-16	-12	-3
O=C(NNC1=NCCCCC1)c1ccccc1	-7	8	-2	10	16	-1	7	-9	-3	-42	-6
COc1ccc(OCC(=O)NNC(=O)c2cc3ccccc3o2)cc1	0	-4	0	14	-4	3	3	8	-6	-13	-5
Fc1cccc(CN2CCN(c3nc4nonc4nc3NC3CC3)CC2)c1	-1	-13	3	12	-3	7	15	5	-1	16	-4
CCN1C(=O)N[C@@H](CCc2ccccc2)C(C(C)=O)=C1C	-4	11	7	3	4	-3	-23	-4	-12	-17	-10
N#CC1(NC(=O)COC(=O)CN2C(=O)c3ccccc3C2=O)CCCCC1	-11	19	-1	12	4	-2	1	4	5	3	-5
COc1ccc(-n2nc3c(c2NC(=O)C(C)Oc2ccccc2)CS(=O)(=O)C3)cc1 (stereo not drawn)	-4	5	0	17	-13	-8	2	5	8	-23	-7
CCN1C(=O)[C@H]2[C@@H](c3ccc(C)cc3)N3C(=O)N(c4ccccc4)C(=O)[C@@]3(Cc3ccc(Cl)cc3)[C@H]2C1=O	1	-16	2	5	-12	-2	25	-5	3	-28	.
COc1cccc(-c2cc(NC=O)c3ncc(-c4cc(OC)c(OC)c(OC)c4)n3c2)c1	7	46	.	3	.	-19	10	7	77*	-13	-6
O=C(O)c1cccc(S(=O)(=O)Nc2ccc3[nH]c(=O)[nH]c3c2)c1	10	-13	4	12	10	-2	21	16	-3	-33	-6
Cn1c(=S)n(/N=C/c2ccc3c(c2)OCO3)c2ccccc21	-4	-9	1	-66	-3	-1	-11	-61	6	-8	-2
COc1ccc(NC(=O)COc2ccc(-c3nn(C)c(=O)c4ccccc34)cc2)cc1	5	-55	-9	2	4	-16	25	-3	2	-31	-20
Cc1nn(Cc2ccc(C(=O)Nc3nccs3)cc2)c(C)c1Cl	7	25	3	-38	-2	-8	-3	-48	-10	68	-3

Whole records, looked up by structure. Order of values: PDI inh	CF NFkB block	NR2E3 ag-1	HIF-2a inh	TRPM1 prom inh	KKLEB cytotox	Shn3 inh set2	Peg3 prom inh	Vif imaging	NR2E3 ag-2	CaV13 ICDI inh
Cc1nn(Cc2ccc(C(=O)Nc3nccs3)cc2)c(C)c1Cl is entered as 7	25	3	-38	-2	-8	-3	-48	-10	68	-3
O=C(O)c1cccc(S(=O)(=O)Nc2ccc3[nH]c(=O)[nH]c3c2)c1 is entered as 10	-13	4	12	10	-2	21	16	-3	-33	-6

Next section:
SMILES	PDI inh	CF NFkB block	NR2E3 ag-1	HIF-2a inh	TRPM1 prom inh	KKLEB cytotox	Shn3 inh set2	Peg3 prom inh	Vif imaging	NR2E3 ag-2	CaV13 ICDI inh
COc1c(Cl)ccc(Cl)c1C(=O)NCc1ccco1	-1	22	1	14	0	-6	-16	2	1	10	-7
COC(=O)c1cc(C)sc1NC(=O)CSc1ncccn1	5	-6	1	-6	-3	4	-4	29	6	-1	.
COc1cnn(-c2ccc(Br)cc2)c(=O)c1SCc1ccccc1	1	9	-13	-89	-27	-7	-15	-101	-1	-65	-5
O/N=C(\c1ccc2c(c1)OCCO2)C1CCCCC1	-1	9	2	-2	2	-3	.	-5	4	-25	.
O=C(NNC(=S)NCc1ccco1)c1ccc(Cl)s1	-2	-16	-3	-27	-10	4	11	3	0	-2	.
Cn1nc(C(C)(C)C)cc1C(=O)N1CCCCC1c1cc(C(=O)Nc2cccc(C#N)c2)no1 (stereo not drawn)	-8	-23	.	10	.	-6	57	24	7	15	-6
CCc1nc2ccccc2c(C(=O)OCC(=O)Nc2ccc(NC(C)=O)cc2)c1C	-4	23	.	-12	1	-22	49	10	-5	-10	-16
O=C1CC[C@@H](O)CCN1CC[C@H](Sc1ccc(Br)cc1)c1ccccc1	5	-2	1	-15	-6	-6	-8	-19	-4	-5	-28
O=C(NCCCN1CCN(CCCNC(=O)c2ccc3c(c2)OCO3)CC1)c1ccc2c(c1)OCO2	-1	15	1	9	-13	-1	-10	8	8	-6	.
CCOC(=O)c1cnn2c(C)cc(-c3ccc(F)cc3)nc12	0	7	-1	-155	-86	-2	-42	-223	-9	-117	-7
N#CCCN(Cc1ccccc1)C(=O)Nc1ccc(F)cc1	-3	-9	4	21	-1	0	11	3	-3	-16	-2
C/C(=N\OC(=O)c1cccc(C)c1)c1sc(-c2ccccc2)nc1C	2	-29	1	-132	-61	8	-60	-251	11	5	-5
CC(C)C(=O)Nc1nnc(SCC(=O)Nc2ccc3c(c2)OCO3)s1	-5	-1	-5	1	10	8	-13	16	-13	-8	-7
Cc1noc(C)c1C(=O)OCC(=O)NCCC1=CCCCC1	6	13	1	5	-4	1	13	-11	-2	5	-4
COCCNC(=S)N(CCc1c(C)[nH]c2ccc(F)cc12)Cc1cccnc1	7	-25	0	14	12	6	12	20	-10	6	-5
Cc1nc(SCC(=O)N2CCN(c3ccccc3)CC2)n[nH]1	-13	2	1	5	5	8	0	4	-4	-21	-21
Cc1cc(C)c2c(NC(N)=S)n[nH]c2n1	-5	9	-1	9	1	-4	3	6	1	14	-6
COc1cccc2cc(C(=O)N3CCCCC3C)c(=O)oc12 (stereo not drawn)	-8	5	-3	1	5	2	2	3	.	5	.
CCCCc1c(C)nc(N)[nH]c1=O	-10	-15	-1	12	2	-3	2	0	?	-27	-7
O=C(NCCCCc1ccccc1)c1cc([N+](=O)[O-])cc([N+](=O)[O-])c1	1	1	1	11	0	-9	2	7	-5	7	-2
O=c1n(CCCN2CCN(c3cccc(Cl)c3)CC2)nc2ccccn12	-10	14	3	2	-1	26	4	2	-4	3	-6
CC(C)(C)NC(=O)C1CC(=O)N(CCc2ccc(F)cc2)C1 (stereo not drawn)	-2	-7	4	7	4	6	-1	29	-3	-9	-20
Cc1cccn2c(=O)c3cc(C(=O)NCC4CCCO4)c(=N)n(C4CCCCC4)c3nc12 (stereo not drawn)	-42	-10	6	24	-1	-4	0	-14	0	-4	12
O=C(Nc1cccc(Cl)c1)Nc1nnc(CSCCOc2ccc(Cl)cc2)s1	0	44	-4	2	67*	-26	67	36	2	-24	-4
CC(C)n1c(SCC(=O)NCc2ccco2)nc2c1c(=O)n(C)c(=O)n2C	6	-5	2	5	5	-4	9	8	1	16	.
Cn1c(CN2CCCCC2)nc2cc(NC(=O)c3cccs3)ccc21	0	6	-1	-69	-1	8	-7	-42	-13	-15	-7
CC(=O)Nc1cccc(-c2ccnc3c2CC(C(=O)Nc2ccc4c(c2)OCO4)O3)c1 (stereo not drawn)	6	6	.	11	.	-11	24	16	16	-59	-9
COC(=O)NCC(c1cccnc1)N1CCN(c2ccccc2OC)CC1 (stereo not drawn)	19	-2	1	12	10	-3	1	13	15	-1	.

Gathered by group: those above containing fluorine (seven)
SMILES	PDI inh	CF NFkB block	NR2E3 ag-1	HIF-2a inh	TRPM1 prom inh	KKLEB cytotox	Shn3 inh set2	Peg3 prom inh	Vif imaging	NR2E3 ag-2	CaV13 ICDI inh
O=C(Nc1c2c(nn1-c1ccc(F)cc1)CS(=O)(=O)C2)c1ccc(S(=O)(=O)N2CCOCC2)cc1	3	15	0	13	4	-8	5	-6	-9	34	-1
O=C(O)CC(c1ccccc1F)N1Cc2ccccc2C1=O (stereo not drawn)	19	12	1	22	8	7	3	-130	7	-19	-19
Fc1cccc(CN2CCN(c3nc4nonc4nc3NC3CC3)CC2)c1	-1	-13	3	12	-3	7	15	5	-1	16	-4
CCOC(=O)c1cnn2c(C)cc(-c3ccc(F)cc3)nc12	0	7	-1	-155	-86	-2	-42	-223	-9	-117	-7
N#CCCN(Cc1ccccc1)C(=O)Nc1ccc(F)cc1	-3	-9	4	21	-1	0	11	3	-3	-16	-2
COCCNC(=S)N(CCc1c(C)[nH]c2ccc(F)cc12)Cc1cccnc1	7	-25	0	14	12	6	12	20	-10	6	-5
CC(C)(C)NC(=O)C1CC(=O)N(CCc2ccc(F)cc2)C1 (stereo not drawn)	-2	-7	4	7	4	6	-1	29	-3	-9	-20
